SENP6 inh: blocks the human protease SENP6 | Q9GZR1 | Recombinant SENP6 catalytic domain, aminoluciferin luminescence | inhibition, % at 10 µM | hit rate 1.8% among 330,000 | AID 2599;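 active = inhibition above about 50% at the single tested dose, limit read from the data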;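 also: plate controls were DMSO wells with enzyme for no effect and DMSO wells lacking enzyme for full effect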
Target sequence (Q9GZR1 628-1112 limits assumed): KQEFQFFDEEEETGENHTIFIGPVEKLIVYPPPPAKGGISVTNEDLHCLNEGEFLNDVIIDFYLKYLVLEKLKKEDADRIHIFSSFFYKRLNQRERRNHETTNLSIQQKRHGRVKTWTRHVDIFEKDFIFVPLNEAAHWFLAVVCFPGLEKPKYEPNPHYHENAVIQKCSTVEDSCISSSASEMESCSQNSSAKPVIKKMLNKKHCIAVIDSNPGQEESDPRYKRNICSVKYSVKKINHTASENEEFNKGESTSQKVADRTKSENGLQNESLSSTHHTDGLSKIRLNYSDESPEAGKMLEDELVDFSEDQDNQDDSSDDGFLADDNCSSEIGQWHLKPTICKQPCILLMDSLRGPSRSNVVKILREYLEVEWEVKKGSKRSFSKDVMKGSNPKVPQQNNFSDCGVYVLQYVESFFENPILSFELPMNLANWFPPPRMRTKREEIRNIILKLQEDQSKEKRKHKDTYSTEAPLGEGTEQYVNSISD
UBC13 inh: blocks human UBC13 polyubiquitin chain formation; P61088; TR-FRET; inhibition, % at 20 µM; hit rate 0.47% among 330,000; AID 485273; in the data active = inhibition above about 45%, passing the limit was not always enough; inconclusive = no clear call, values can overlap the other calls
HKDC1 inhibitor: inhibitors of human hexokinase HKDC1. Q2TB90. recombinant HKDC1, G6PDH/diaphorase resazurin coupled fluorescence. inhibition, % at 20 µM. hit rate 0.16% among 340,000. AID 493160;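 active = inhibition above about 35% when tested at 20 µM, limit read from the data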;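 also: plate controls were DMSO wells with enzyme for no effect and DMSO wells lacking enzyme for full effect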
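Test system: Recombinant HKDC1 (HK5) hexokinase enzyme, produced in-house | Input: HKDC1 at 5 µg/mL | Buffer or medium: Tris pH 8.0 buffer with MgCl2, Tween-20, BSA, BME | Schedule: 90 min reaction incubation at room temperature, dark | Technique: Resazurin-to-resorufin fluorescence via G6PDH and diaphorase coupling, 525/613 nm | Controls: DMSO wells with and without enzyme mix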
PfGluPho inh: PfG6PD (Plasmodium falciparum) enzyme inhibition; PfGluPho enzyme, NADPH resazurin-diaphorase fluorescence; inhibition, % at 20 µM; hit rate 0.78% among 350,000; AID 504690;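 active = inhibition reaching at least a set limit at 20 µM in the primary screen, cut at about 59% in these data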;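 also: 0% = DMSO wells with substrate and 100% = DMSO wells lacking glucose-6-phosphate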
SENP1 inh: blocks the human SENP1 SUMO protease catalytic domain | inhibition, % at 10 µM | recombinant SENP1 catalytic domain, CyPet-SUMO1-YPet FRET cleavage | hit rate 0.21% among 360,000 | Q9P0U3;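 active = inhibition at least 30% at 10 µM, raw YFP signal under a set limit, fluorescence ratio 0.5 to 1.5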;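 also: 0% = enzyme with DMSO and 100% = no enzyme wells; some results filed as inactive read as strong as hits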
Target sequence (Q9P0U3 419-644 limits assumed): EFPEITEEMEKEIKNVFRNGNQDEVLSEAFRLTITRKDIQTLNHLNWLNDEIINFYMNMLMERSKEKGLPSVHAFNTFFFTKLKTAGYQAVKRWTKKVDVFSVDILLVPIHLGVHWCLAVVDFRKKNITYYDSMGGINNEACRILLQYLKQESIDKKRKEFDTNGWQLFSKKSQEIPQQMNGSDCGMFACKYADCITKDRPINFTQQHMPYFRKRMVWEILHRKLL
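system = hSENP1 catalytic domain, recombinant | reagent = SFCypet-SUMO1-SFYpet substrate at 25 nM | doses = one dose per compound, 10 µM, 0.5% DMSO | incubation = enzyme reaction for 50 min at room temperature, dark | measured by = FRET, CFP and YFP emission | controls = no-enzyme low, enzyme-DMSO high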
SENP8 block-1: blocks the human protease SENP8; inhibition, % at 10 µM; AID 2540; purified SENP8, Z-RLRGG-aminoluciferin cleavage, luminescence; hit rate 1.2% among 330,000; Q96LD8; in the data active = inhibition above about 50%
beta cell repl: inducers of beta-cell replication in MIN6 cells. AID 2380. proliferation, % at 10 µM. MIN6 cells proliferation, ATPlite luminescence, 48 h; cells starved in 0.2% serum; 100% = growth in 10% serum. hit rate 0.29% among 330,000;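 active = compounds whose signal lies at least 3.5 SD above the mean of all wells on their plate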;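 also: 0% = DMSO-treated cells in low-serum medium and 100% = 10% serum control; some compounds called inactive have numbers as strong as hits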
SENP8 block-2: blocks human SENP8 cleavage of Nedd8 substrate; Q96LD8; AID 602440; hit rate 0.64% among 360,000; recombinant SENP8, Nedd8 substrate fluorescence; inhibition, % at 20 µM; in the data active = inhibition mostly above about 40%, no sharp cut-off; inactive = mostly below about 27%
SENP7 block: SENP7 protease inhibition. inhibition, % at 5 µM. hit rate 1.5% among 330,000. recombinant SENP7, Z-RLRGG-aminoluciferin luminescence, 40 min. Q9BQF6;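 active = inhibition above about 50% at the single test dose, limit read from the data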;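 also: plate controls were DMSO with enzyme for no effect and no enzyme buffer wells for full effect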
Target sequence (Q9BQF6 706-1050 limits assumed): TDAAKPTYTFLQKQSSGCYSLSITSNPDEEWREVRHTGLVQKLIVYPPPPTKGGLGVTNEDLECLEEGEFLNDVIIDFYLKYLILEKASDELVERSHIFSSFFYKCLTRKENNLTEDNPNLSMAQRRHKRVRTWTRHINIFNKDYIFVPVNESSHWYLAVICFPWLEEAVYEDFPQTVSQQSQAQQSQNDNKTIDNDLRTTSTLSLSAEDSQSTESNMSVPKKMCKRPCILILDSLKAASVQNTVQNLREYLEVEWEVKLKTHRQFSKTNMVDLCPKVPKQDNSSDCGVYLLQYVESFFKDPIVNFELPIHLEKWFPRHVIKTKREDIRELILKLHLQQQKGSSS
An asterisk follows results filed as active; ? = inconclusive; . = not tested or not shown.

# | SMILES | SENP6 inh | UBC13 inh | HKDC1 inhibitor | PfGluPho inh | SENP1 inh | SENP8 block-1 | beta cell repl | SENP8 block-2 | SENP7 block
1 | O=c1c(Cc2c(F)cccc2Cl)c(O)ccn1CCCn1ccnc1 | -7.2 | 6.8 | -4.8 | -4.0 | -1.1 | 0.8 | 4.0 | -5.5 | -1.3
2 | CCOC(=O)N1CCN(C(=O)CCN2C(=O)COc3ccc(C)cc32)CC1 | -8.1 | -5.5 | -8.0 | -5.2 | 2.8 | 0.3 | 0.7 | 4.7 | -7.5
3 | Cn1c(CN2CCCCC2)c(C#N)c2ccccc21 | 13.0 | -5.3 | -4.1 | 0.0 | 1.1 | -5.6 | -1.4 | -14.1 | -10.7
4 | Cc1ccccc1OCC(=O)NCCS(=O)(=O)N1CCN(c2ccc(F)cc2)CC1 | -0.2 | -0.4 | 1.4 | -5.1 | 1.0 | -5.5 | -1.2 | -0.4 | 2.3
5 | CS(=O)(=O)n1nc(C(=O)N2CCOCC2)nc1N | -18.9 | -17.0 | 1.0 | -17.9 | 0.8 | -11.3 | 0.7 | 17.3 | -12.1
6 | CC(=O)C(=Cc1ccc(O)cc1)C(C)=O | . | . | -0.8 | 5.1 | 8.4 | . | . | 3.3 | .
7 | COCCn1c(=S)[nH]c2cc(C(=O)N3CCc4ccccc4C3)ccc2c1=O | 20.9 | 2.0 | -7.3 | 11.3 | -0.1 | 5.5 | -2.5 | 0.2 | -0.7
8 | C[C@H](CO)N1C[C@H](C)[C@@H](CN(C)Cc2ccc(-c3ccccc3)cc2)Oc2c(NC(=O)Nc3ccc4c(c3)OCO4)cccc2C1=O | -2.5 | 1.3 | 4.2 | 44.1 | -2.3 | 2.2 | -5.6 | -13.8 | 1.7
9 | Cc1cc(C)n(CC(=O)N/N=C/c2c[nH]c3ccccc23)n1 | -6.3 | -2.1 | -3.9 | -4.2 | -1.8 | -2.4 | 0.6 | 19.7 | 8.2
10 | CCCOc1cccc(C(=O)N(Cc2ccco2)C2CCS(=O)(=O)C2)c1 (stereo not drawn) | 13.1 | 6.5 | -6.3 | -4.3 | -0.5 | 5.7 | 2.5 | 5.4 | 5.6
11 | COc1ccc(NC(=O)CCCNC(=O)c2ccc(Cl)cc2)cc1OC | -8.4 | 0.1 | -4.7 | -7.5 | -1.1 | 9.1 | 0.2 | 15.9 | -3.2
12 | C=COCCNC(=O)Nc1ccc(Cl)c(Cl)c1 | 2.0 | -0.5 | -6.7 | -8.9 | 2.9 | -2.5 | -0.4 | 8.1 | 4.3
13 | CCOC(=O)C1CCCN(C(=O)CNC(=O)c2nn(-c3ccc(OC)c(Cl)c3)c(=O)c3ccccc23)C1 (stereo not drawn) | -11.9 | 12.8 | -5.9 | 1.7 | 0.0 | -3.7 | 0.7 | -296.4 | -7.6
14 | COc1ccc(NC(=O)NCc2ccccn2)c(OC)c1 | -1.6 | 4.6 | 1.9 | -13.5 | 1.0 | -1.8 | 1.1 | 0.5 | 3.8
15 | CC12CCC(=O)N1C(C(=O)Nc1ccc(SC(F)F)cc1)CS2 (stereo not drawn) | -4.4 | -7.6 | -0.4 | 5.0 | -0.5 | -1.1 | -0.7 | -1.8 | -7.4
16 | O=C(c1ccc(N2CCCCC2)c([N+](=O)[O-])c1)N1CCOCC1 | 2.0 | -13.9 | -7.8 | -10.7 | -1.0 | -5.2 | -1.8 | 34.0 | -1.0
17 | Cc1cc(Cl)c(S(=O)(=O)N2CCCC2)cc1OCC(=O)NC1CCCCC1 | -9.6 | 6.1 | -9.2 | -7.5 | -1.0 | -8.1 | -4.0 | 15.7 | -4.4
18 | Cc1cc(=O)[nH]c(N/N=C/c2ccc(O)c(O)c2)n1 | -18.8 | -9.1 | -2.5 | -25.6 | 1.1 | -11.6 | -1.0 | -33.0 | -4.9
19 | Cc1ccc(NC(=O)CSc2nnc(C)c(=O)n2N)cc1 | 8.7 | 4.1 | -4.8 | 2.5 | 1.6 | 2.2 | -2.7 | 14.9 | 1.9
20 | COC(=O)c1cn[nH]c1NC(=S)Nc1ccc(Cl)c(Cl)c1 | 36.8 | 5.4 | 16.9 | 17.8 | 0.8 | -15.7 | -2.3 | 14.3 | 40.5
21 | CCn1cc(C(=O)O)c(=O)c2cc(F)c(N3CCN(S(=O)(=O)c4ccc5c(c4)OCCO5)CC3)cc21 | -18.0 | 31.9 | 3.4 | -0.1 | 1.8 | -10.5 | 1.1 | -370.9 | 1.1
22 | COC(=O)c1cc(C(=O)Nc2nnc(CC(C)(C)C)s2)cc([N+](=O)[O-])c1 | -15.6 | -18.8 | 16.4 | 17.8 | 1.5 | -10.2 | -1.5 | 19.3 | -3.0
23 | Cc1ccccc1-c1nc(CS(=O)(=O)CC(=O)NC2CCCC2)c(C)o1 | -6.6 | 1.0 | 0.6 | 2.4 | 2.1 | 0.8 | 4.2 | 9.3 | 0.4
24 | CCC1(c2ccc(F)cc2)NC(=O)N(CC(=O)N2CC(=O)Nc3ccccc32)C1=O (stereo not drawn) | -5.8 | -1.3 | -2.9 | 9.6 | 0.6 | 1.9 | 4.7 | 14.5 | 4.0
25 | CCOC(=O)C1=C(C(C)=O)C(c2cccnc2)C(C#N)=C(N)O1 (stereo not drawn) | -14.4 | 0.1 | -3.3 | -7.2 | 1.3 | -1.7 | -1.2 | -56.7 | 5.9
26 | CCOC(=O)c1[nH]c2ccccc2c1NC(=S)Nc1cc(C)ccc1C | 12.7 | -13.4 | -8.5 | 10.9 | -2.2 | 2.3 | -5.4 | -367.9 | -8.0
27 | O=c1c2[nH]cnc2n(-c2ccc(F)cc2)c(=O)n1Cc1ccccc1 | 9.1 | 7.2 | 5.4 | -9.5 | -2.4 | 8.1 | -2.0 | -43.4 | 2.2
28 | Cn1c(=O)c2[nH]c(CNCc3ccccc3Cl)nc2n(C)c1=O | -21.5 | -8.7 | -2.6 | 9.4 | -48.3 | -1.6 | 1.4 | -254.3 | 3.2
29 | Cc1cc(Cl)ccc1OCC(=O)N1CCN(c2ncccn2)CC1 | 4.3 | -3.0 | 5.5 | -6.1 | 1.3 | 6.1 | -2.5 | -27.5 | 2.6
30 | CCOC(=O)c1c(C)[nH]c(C)c1C(=O)COC(=O)c1ccc(S(=O)(=O)N(CC)CC)cc1 | 11.9 | 15.4 | -7.0 | 14.0 | -1.3 | 4.8 | 3.5 | 13.4 | -0.8
31 | Cc1c(C(C)C)c(=O)n(-c2ccc(S(=O)(=O)NC3CCCCC3)cc2)n1C | -29.4 | -2.2 | -8.9 | 8.4 | -0.2 | 0.5 | -2.5 | 13.2 | -6.7
32 | Cc1ccc(OCc2nnc(SCc3ccc(C#N)cc3)n2-c2ccc(C)cc2)cc1 | 2.1 | -3.8 | 2.5 | 8.6 | 2.3 | 0.6 | -3.3 | 3.7 | 5.2
33 | COCCCNS(=O)(=O)c1ccc(OC)c(Cl)c1Cl | -11.3 | 10.4 | -6.3 | -11.3 | 0.2 | 1.5 | -1.5 | 6.6 | 3.3
34 | CCOC(=O)c1ccc(N2C=C(C(=O)OC)C(c3cccc(O)c3)C(C(=O)OC)=C2)cc1 | -26.5 | 17.6 | -3.7 | 17.6 | 2.0 | -11.0 | 0.1 | -276.9 | -3.9
35 | COc1cc(CC(=O)O)ccc1OCc1ccccc1 | -12.4 | 2.7 | -0.5 | 7.7 | -0.5 | -1.5 | -1.8 | 7.6 | 3.8
36 | CCCc1ccc(OCc2ccc(C(=O)N3CCSCC3)o2)cc1 | -15.9 | 3.1 | -1.0 | 18.8 | 2.6 | 5.7 | -5.7 | 7.0 | 3.3
37 | Cc1ccc(NS(=O)(=O)c2ccc(C(=O)NNC(=O)c3ccccc3O)cc2)cc1 | -12.1 | 40.2 | -4.7 | -26.9 | 2.3 | 4.2 | -6.5 | 7.2 | -1.4
38 | Cc1cccc(C2NC(=O)c3c(sc(C)c3C)N2)c1O (stereo not drawn) | 13.4 | 1.4 | -5.1 | 14.4 | -45.5 | 27.3 | 2.8 | -286.4 | 10.4
39 | COc1ccc2[nH]c3c(=O)n(CCCCC(=O)NCCC(C)C)c(=S)[nH]c3c2c1 | -5.2 | -11.2 | -7.4 | 25.1 | -0.3 | 2.4 | 2.0 | -95.5 | -1.2
40 | Cc1cc([N+](=O)[O-])ccc1NC(=O)Nc1ccc(F)cc1F | -43.1 | 3.2 | -5.3 | 20.9 | 0.1 | -2.6 | -6.0 | 11.7 | 3.3
41 | O=C1CCC(=O)N1c1ccc(S(=O)(=O)N2CCCC2)cc1 | -18.0 | 8.0 | 0.0 | -11.6 | 1.7 | -2.3 | 4.3 | -35.3 | 9.1
42 | Cc1ccc(N2CC(C(=O)N3CCOCC3)CC2=O)cc1Cl (stereo not drawn) | -12.1 | -4.9 | -3.3 | -7.8 | 0.5 | -3.9 | 0.0 | 6.4 | -9.9
43 | CCOP(=O)(OCC)c1nc(-c2cccc3ccccc23)oc1NCCc1ccc(OC)cc1 | -18.2 | ? | 9.7 | 27.8 | -59.2 | -12.7 | -3.0 | -312.1 | -2.9
44 | O=S1(=O)N=C(N2CCOCC2)c2ccccc21 | -15.5 | 4.5 | -4.0 | -16.0 | -12.1 | 3.7 | 1.1 | -281.5 | 0.5
45 | COCCC1CCCCN1Cc1cn(-c2ccccc2)nc1-c1ccc2c(c1)OCO2 (stereo not drawn) | -2.2 | 13.0 | -5.8 | 10.3 | -0.4 | -1.6 | -3.0 | 6.7 | 3.3
46 | C=CCNC(=O)NC(=S)c1ccccc1 | -21.1 | 0.8 | -8.5 | -4.5 | 0.2 | -1.5 | 0.9 | 7.4 | 0.5
47 | O=C(c1cc2cc([N+](=O)[O-])ccc2oc1=O)N1CCOCC1 | -17.0 | 2.9 | -3.1 | -8.1 | 1.8 | -5.9 | -4.2 | 8.6 | -3.3
48 | Cc1ccc(CCNC(=O)CN2C(=O)COc3ccc(S(=O)(=O)N4CCC(C)CC4)cc32)cc1 | -0.8 | -4.0 | -0.3 | -3.8 | 0.6 | -5.4 | -1.2 | 6.1 | -14.9

Reformatted: results already given.
[37] Cc1ccc(NS(=O)(=O)c2ccc(C(=O)NNC(=O)c3ccccc3O)cc2)cc1
[38] Cc1cccc(C2NC(=O)c3c(sc(C)c3C)N2)c1O (stereo not drawn)
Compound	37	38
SENP6 inh	-12.1	13.4
UBC13 inh	40.2	1.4
HKDC1 inhibitor	-4.7	-5.1
PfGluPho inh	-26.9	14.4
SENP1 inh	2.3	-45.5
SENP8 block-1	4.2	27.3
beta cell repl	-6.5	2.8
SENP8 block-2	7.2	-286.4
SENP7 block	-1.4	10.4

Additional structures:
# | SMILES | SENP6 inh | UBC13 inh | HKDC1 inhibitor | PfGluPho inh | SENP1 inh | SENP8 block-1 | beta cell repl | SENP8 block-2 | SENP7 block
49 | COc1ccc(CCN2C(=O)CS/C2=N\NC(=O)c2ccc(C(C)(C)C)cc2)cc1OC | -22.0 | -11.8 | -2.7 | 9.7 | 2.9 | 0.9 | -1.5 | 22.7 | -3.5
50 | COc1cc(/C=C/C(=O)N(C)c2ccccc2C(=O)O)cc(OC)c1OC | -20.5 | -12.8 | -4.0 | -4.6 | 0.2 | -8.2 | -0.5 | -19.5 | -10.5
51 | COc1cccc(NC(=O)c2oc3ccccc3c2NC(=O)c2ccc3c(c2)OCO3)c1 | -2.9 | 7.7 | -11.3 | 1.9 | 1.7 | -1.3 | -2.6 | -98.9 | 11.0
52 | CCOc1ccc(NC(=O)c2ccccc2NC(=O)CN2CCCCCC2)cc1 | 1.2 | 2.8 | 3.7 | 1.4 | 1.3 | 3.4 | 1.1 | 4.2 | -0.2
